Assay outcomes: PubChem, National Center for Advancing Translational Sciences (NCATS)
ELG1 repair inh: ELG1-dependent DNA repair inhibition; AID 504467; 330,000 compounds, 2.3% hits; Potency, µM (series often up to 46.1 µM), without a hit: at the top dose activity change, negative = inhibition, hits mostly inhibitors; HEK293T ELG1-luciferase reporter, luminescence, 16 h; DNA damage induced by 5-fluorouridine; further: potency means the concentration at half of the fitted maximal effect; on the % scale 0 is the no-effect control and ±100 the full control effect; nearly all actives have a fitted effect of over 55% in size
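Luminescence from the luciferase reporter, measured 30 min after ONE-Glo reagent at room temperature, was the read-out. Beforehand, 2,000 cells per well were exposed for 16 hr at 37 °C to 5-fluorouridine together with compound or vehicle.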
B2AR arrestin: agonists driving beta-arrestin recruitment to human beta2-adrenergic receptor; P07550; beta-arrestin recruitment to beta2AR, cell-based reporter; Potency, µM (highest dose often 46.1 µM), for inactives: top-dose activation, most hits filed as activators; 330,000 compounds, 0.02% hits; AID 492947;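 further: potency means the concentration at half of the fitted maximal effect; 0% = DMSO controls and full agonism = EC100 isoproterenol or metaproterenol; nearly all actives have a fitted effect of over 65% in size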
Integrin act MD: activators of alpha7 integrin expression for muscular dystrophy; alpha7betagal myoblasts, beta-gal FDG fluorescence, 48 h; Potency, µM (highest dose often 38.3 µM), inactives show at the highest dose activation, hits mostly activators; 350,000 compounds, 0.064% hits;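 further: potency means the concentration at half of the fitted maximal effect; 100% = response of the positive control SU9516; nearly all actives have a fitted effect of over 60% in size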
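alpha7betagal+/- myoblasts (passage 13, 250/well) treated 48 h at 37C with compounds at 1:260 dilution of DMSO stock. Lysed, then beta-galactosidase activity read as FDG fluorescence (ex 480/em 540) after 30 min, with pre-read for autofluorescence.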
p53 reactivation: re-activators of mutant p53; 320,000 compounds, 0.063% hits; H1299 p53-A138V BP100-luciferase reporter, luminescence, 24 h; AID 504706; Potency, µM (top dose mostly 92.2 µM), inactives show at the highest dose activity change, positive = activation, usual class: activators; further: potency means the concentration at half of the fitted maximal effect; % of control where 0% means no effect; nearly all actives have a fitted effect of over 45% in size
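p53-null H1299 cells stably carrying temperature-sensitive p53-A138V and a BP100-luciferase reporter were pinned with compounds (4-point, 1:5 series) and held 24 hrs at 37 deg C. Luminescence was read 10 min after detection reagent.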
TRPV1 ag: human TRPV1 agonism | Q8NER1 | TRPV1-expressing cells, Fluo-8 calcium influx, agonist mode | activation, % at 8.33 µM | 320,000 compounds, 0.19% hits | AID 540275; in the data active means activation above about 80%; inconclusive means between about 30% and that limit; further: 0% is about no effect
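Cells expressing TRPV1 were dye-loaded with Fluo-8 and read kinetically: 10 s baseline, 3 min after compound (agonist portion), then 2 min after EC20 capsaicin (allosteric enhancer portion). Calcium-bound dye fluorescence at 480/520 nm.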
CXXC DNA block: blocks binding of human MLL CXXC domain to DNA. 290,000 compounds, 0.037% hits. Potency, µM (titrated, usually from 115 µM), without a hit: top-dose activity change, negative = inhibition, most hits filed as inhibitors. MLL-CXXC / FITC-HOXA9 DNA fluorescence polarization; active means well fitted inhibition curve with a large enough effect in the polarisation, with a control signal flat, not every such curve was filed as active; inconclusive means small, poorly fitted or top-dose-only effect, or effect the other way, or a change in a side signal; inactive means no such curve, though single readings can be large or run the other way; the % refers to the polarisation; further: potency means the concentration at half of the fitted maximal effect
Target sequence (Q03164 whole entry, looked up, the tested form may be a part): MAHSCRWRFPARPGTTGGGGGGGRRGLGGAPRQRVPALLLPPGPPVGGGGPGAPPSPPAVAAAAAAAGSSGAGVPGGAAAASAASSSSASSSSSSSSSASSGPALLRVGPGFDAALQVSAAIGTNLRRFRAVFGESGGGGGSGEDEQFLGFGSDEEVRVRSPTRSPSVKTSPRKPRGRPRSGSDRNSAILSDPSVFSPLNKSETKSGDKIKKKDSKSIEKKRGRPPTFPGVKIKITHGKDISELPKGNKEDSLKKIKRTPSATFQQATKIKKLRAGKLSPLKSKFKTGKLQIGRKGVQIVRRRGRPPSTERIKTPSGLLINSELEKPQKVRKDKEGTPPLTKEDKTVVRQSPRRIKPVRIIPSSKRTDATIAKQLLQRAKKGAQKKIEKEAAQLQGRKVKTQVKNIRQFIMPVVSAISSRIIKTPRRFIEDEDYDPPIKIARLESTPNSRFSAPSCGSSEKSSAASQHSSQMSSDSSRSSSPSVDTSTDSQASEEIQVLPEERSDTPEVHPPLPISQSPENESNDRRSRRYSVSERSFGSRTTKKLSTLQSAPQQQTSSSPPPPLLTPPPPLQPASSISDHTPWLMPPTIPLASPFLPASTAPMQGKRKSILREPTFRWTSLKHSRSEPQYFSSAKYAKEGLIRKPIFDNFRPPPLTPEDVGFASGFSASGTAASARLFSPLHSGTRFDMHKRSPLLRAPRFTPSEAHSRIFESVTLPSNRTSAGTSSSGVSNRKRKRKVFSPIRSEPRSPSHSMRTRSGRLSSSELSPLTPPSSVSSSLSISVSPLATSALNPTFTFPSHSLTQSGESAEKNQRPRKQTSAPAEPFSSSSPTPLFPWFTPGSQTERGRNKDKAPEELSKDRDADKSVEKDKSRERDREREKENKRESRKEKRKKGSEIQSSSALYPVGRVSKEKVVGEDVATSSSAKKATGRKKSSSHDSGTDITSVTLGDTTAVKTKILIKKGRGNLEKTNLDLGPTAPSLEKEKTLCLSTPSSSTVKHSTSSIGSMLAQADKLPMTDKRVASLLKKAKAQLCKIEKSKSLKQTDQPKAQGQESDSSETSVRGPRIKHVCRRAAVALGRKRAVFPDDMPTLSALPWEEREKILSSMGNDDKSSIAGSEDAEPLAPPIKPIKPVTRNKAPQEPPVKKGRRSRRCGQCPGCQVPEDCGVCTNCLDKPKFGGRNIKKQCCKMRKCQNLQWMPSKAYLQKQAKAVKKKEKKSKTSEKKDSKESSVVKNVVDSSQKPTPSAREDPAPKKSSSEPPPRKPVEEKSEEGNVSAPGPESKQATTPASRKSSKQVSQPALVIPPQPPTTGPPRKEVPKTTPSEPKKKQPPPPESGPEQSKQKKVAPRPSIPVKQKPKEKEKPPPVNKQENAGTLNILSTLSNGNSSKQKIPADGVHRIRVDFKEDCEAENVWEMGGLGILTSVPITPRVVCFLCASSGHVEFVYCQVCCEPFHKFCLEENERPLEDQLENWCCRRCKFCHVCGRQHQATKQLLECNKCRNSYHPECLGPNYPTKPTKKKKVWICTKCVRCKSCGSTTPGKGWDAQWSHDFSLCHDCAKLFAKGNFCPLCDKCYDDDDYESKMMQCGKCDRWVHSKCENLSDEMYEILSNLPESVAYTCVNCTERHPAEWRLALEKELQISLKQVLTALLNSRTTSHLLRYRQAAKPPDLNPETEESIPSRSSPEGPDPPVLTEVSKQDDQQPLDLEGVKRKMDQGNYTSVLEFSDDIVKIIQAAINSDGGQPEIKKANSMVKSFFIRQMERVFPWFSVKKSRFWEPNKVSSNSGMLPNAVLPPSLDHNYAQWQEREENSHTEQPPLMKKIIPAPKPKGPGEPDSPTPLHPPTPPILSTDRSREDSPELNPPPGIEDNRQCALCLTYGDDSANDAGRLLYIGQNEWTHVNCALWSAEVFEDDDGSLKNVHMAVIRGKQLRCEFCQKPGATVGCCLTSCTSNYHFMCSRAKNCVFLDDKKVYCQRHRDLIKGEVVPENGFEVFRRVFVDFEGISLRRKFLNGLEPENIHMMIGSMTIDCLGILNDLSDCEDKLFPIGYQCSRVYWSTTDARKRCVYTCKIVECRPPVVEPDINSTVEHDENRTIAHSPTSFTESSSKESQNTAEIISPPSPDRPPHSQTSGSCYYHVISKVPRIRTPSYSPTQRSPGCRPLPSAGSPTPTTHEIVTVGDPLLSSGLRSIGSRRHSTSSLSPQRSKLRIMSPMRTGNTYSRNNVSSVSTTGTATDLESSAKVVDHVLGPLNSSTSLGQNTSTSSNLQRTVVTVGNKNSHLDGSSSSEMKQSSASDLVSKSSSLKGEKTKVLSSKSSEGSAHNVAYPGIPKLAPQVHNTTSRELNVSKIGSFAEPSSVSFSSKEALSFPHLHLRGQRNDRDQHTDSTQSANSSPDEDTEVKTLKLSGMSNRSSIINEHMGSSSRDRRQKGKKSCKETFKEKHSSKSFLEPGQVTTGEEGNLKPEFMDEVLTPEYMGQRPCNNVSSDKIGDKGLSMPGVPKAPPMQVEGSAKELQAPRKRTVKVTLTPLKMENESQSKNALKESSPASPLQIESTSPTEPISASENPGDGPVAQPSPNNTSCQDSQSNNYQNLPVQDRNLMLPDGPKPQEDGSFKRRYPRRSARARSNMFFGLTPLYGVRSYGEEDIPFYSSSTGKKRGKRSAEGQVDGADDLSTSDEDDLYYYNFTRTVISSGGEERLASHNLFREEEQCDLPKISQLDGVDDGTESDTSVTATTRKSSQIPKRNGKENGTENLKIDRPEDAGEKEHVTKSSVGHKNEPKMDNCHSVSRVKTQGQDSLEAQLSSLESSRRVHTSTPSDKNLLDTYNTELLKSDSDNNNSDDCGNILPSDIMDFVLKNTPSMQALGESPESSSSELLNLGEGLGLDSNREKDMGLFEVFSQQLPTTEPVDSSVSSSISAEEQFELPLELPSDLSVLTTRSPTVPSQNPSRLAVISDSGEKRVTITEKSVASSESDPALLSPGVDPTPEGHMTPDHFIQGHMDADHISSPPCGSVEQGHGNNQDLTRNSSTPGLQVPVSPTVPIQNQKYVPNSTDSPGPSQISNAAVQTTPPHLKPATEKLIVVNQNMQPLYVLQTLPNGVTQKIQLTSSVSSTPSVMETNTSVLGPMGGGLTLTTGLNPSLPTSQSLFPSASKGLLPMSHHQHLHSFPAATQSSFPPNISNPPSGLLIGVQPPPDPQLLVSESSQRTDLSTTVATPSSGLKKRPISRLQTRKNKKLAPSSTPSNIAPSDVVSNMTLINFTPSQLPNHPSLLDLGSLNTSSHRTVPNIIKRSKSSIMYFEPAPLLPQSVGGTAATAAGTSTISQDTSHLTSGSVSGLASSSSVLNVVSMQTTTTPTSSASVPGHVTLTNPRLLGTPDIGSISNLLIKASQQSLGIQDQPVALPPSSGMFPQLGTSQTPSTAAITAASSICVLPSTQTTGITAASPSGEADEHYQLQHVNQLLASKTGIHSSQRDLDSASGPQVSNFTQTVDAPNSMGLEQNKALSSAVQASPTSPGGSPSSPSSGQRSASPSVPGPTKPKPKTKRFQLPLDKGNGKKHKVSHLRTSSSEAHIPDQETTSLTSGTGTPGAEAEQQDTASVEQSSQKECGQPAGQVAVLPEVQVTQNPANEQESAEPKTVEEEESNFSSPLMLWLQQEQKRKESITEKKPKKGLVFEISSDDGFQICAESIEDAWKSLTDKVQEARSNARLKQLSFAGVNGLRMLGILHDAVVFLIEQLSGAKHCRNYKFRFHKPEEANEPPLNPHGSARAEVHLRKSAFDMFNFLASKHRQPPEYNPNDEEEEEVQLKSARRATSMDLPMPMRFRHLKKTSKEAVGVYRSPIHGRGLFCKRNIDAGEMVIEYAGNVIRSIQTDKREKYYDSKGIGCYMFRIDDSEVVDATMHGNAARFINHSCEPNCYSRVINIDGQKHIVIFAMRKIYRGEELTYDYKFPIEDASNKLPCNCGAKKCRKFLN
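Purified MLL-CXXC (added from a 7 uM solution) was preincubated 5 min at ambient with pinned compounds in 50 mM Tris-HCl pH 7.5, 50 mM NaCl, 1 mM DTT, 0.05% BSA. Fluorescein-labeled HOX-A9 DNA (50 nM solution) followed, 30 min, then polarization read.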
PTAP TSG101 blk: blocks PTAP/TSG101 interaction to inhibit HIV-1 budding; Fluorescence polarization, FITC-PTAP peptide / Tsg101 binding; Potency, µM (series often up to 115 µM), inactives show at the top dose activity change, negative = inhibition, actives largely listed as inhibitors; 340,000 tested, under 10 active; active means well fitted inhibition curve with a large enough effect in the main read-out, with a control signal flat, not every such curve was filed as active; inconclusive means small, poorly fitted or top-dose-only effect, or effect the other way, or a change in a side signal; inactive means no such curve, though single readings can be large or run the other way; further: potency means the concentration at half of the fitted maximal effect; % of control where 0% means no effect
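Fluorescence polarization binding of Tsg101 binding domain (10 uM final) to FITC-labeled PTAP peptide (50 nM final) in HEPES pH 7.5 buffer with NaCl, Tween 20, EDTA, TCEP. Compounds added before peptide; binding 20 min at RT.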
A-T KAP1 phos: potential ataxia-telangiectasia treatments restoring KAP-1 phosphorylation | […] A-T fibroblasts, KAP-1 phosphorylation AlphaLISA; neocarzinostatin DNA damage 30 min before lysis | Potency, µM (series often up to 57.5 µM), for inactives: top-dose activation, usual class: activators | 320,000 compounds, 0.19% hits | AID 485349; further: potency means the concentration at half of the fitted maximal effect; % of control where 0% means no effect; nearly all actives have a fitted effect of over 45% in size
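ATM-like activity read as KAP-1 phosphorylation via AlphaLISA donor/acceptor antibody pairs after lysis and 6 hr at 25C. Cells were ATM-null patient fibroblasts ([…], hTERT), dosed 60 min, then exposed to the DSB inducer NCS for 30 min.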
BRCA1 expr act: activators of BRCA1 expression. MCF7-BRCA1-FFLuc reporter, luminescence, 48 h; response scale: scaled: vehicle 0%, 10 µM genistein 100%. Potency, µM (series often up to 46.1 µM), without a hit: at the top dose activation, usual class: activators. 380,000 compounds, 1.1% hits. AID 624202; further: potency means the concentration at half of the fitted maximal effect; nearly all actives have a fitted effect of over 80% in size; some results filed as inactive show a strong effect at the top dose
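Luminescence from a BRCA1-driven firefly luciferase in MCF7 cells was the read-out, taken 15 min after substrate addition following 48 h compound exposure at 37 °C. Data were normalized to a 10 microM genistein control and DMSO vehicle.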
TCR activator: activators of T cell receptors | primary human leukocytes, anti-CD3, IL-2 HTRF, 48 h | Potency, µM (series often up to 9.22 µM), for the others: at the top dose activation of IL-2 secretion, most hits filed as activators | 330,000 tested, under 10 active; further: % of control where 0% means no effect
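Readout: HTRF IL-2, Eu-cryptate/d2 antibody pair, 320nm excitation, 665nm emission. Stimulus: a-CD3 beads, no co-stimulation. Cells: primary human leukocytes. Exposure: 48 hr with compound.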
Starred values were filed as active, the others as inactive; ? = inconclusive; / = no result given; & = joins results of further samples; [ ] = another dose, or the depositor's remark. Unless noted, the call rests on the fitted dose curve; in most records, active means well fitted curve in the direction sought with a large enough effect; inconclusive means small, poorly fitted or top-dose-only effect, or another doubt; inactive means no such curve, though single readings can be large; an effect the other way counts as inactive or inconclusive.

1) Cc1nnc(SCc2ccccc2)nc1-c1ccccc1
2) CCOC(=O)CSC1=C(C#N)C(c2ccc(Cl)cc2)C(C(=O)OC)C(=O)N1 (stereo unspecified)
3) COCCCNC(=O)c1ccc(-c2nc3ccccc3nc2-c2ccccc2)cc1
4) CN(C)/C(Cn1cncn1)=C1/N=C(c2ccccc2)OC1=O
5) O=C1CN(C(=O)CN2C(=O)NC3(CCCCC3)C2=O)c2ccccc2N1
6) COc1cccc(NC(=O)C2CCCN2C(=O)Nc2ccccc2)c1 (stereo unspecified)
7) COc1ccc(OC)c(C2=NO[C@@](CC(=O)O)(C(=O)Nc3ccc4c(c3)OCCO4)C2)c1
8) CCOC(=O)C1=C(C)N(C[C@@H]2CC[C@@H](Cc3ccc(-c4ccccc4)cc3)O2)C(=O)NC1c1cccc([N+](=O)[O-])c1 (stereo partly specified)
9) Cc1cccc(C(=O)N[C@H](C(=O)NCc2cccs2)C(C)C)c1
10) C/C(=N\NC(=O)c1nnn(-c2nonc2N)c1CN1CCc2ccccc21)c1ccccc1O
Assay by compound	1	2	3	4	5	6	7	8	9	10
ELG1 repair inh	/	5%	/	0%	8%	-2%	1%	-9%	-4%	?
B2AR arrestin	/	0.1%	/	-0.9%	0.2%	-0.8%	-0.2%	-0.6%	-1.4%	-0.3%
Integrin act MD	-24%	-13%	0%	14%	4%	-28%	7%	-13%	3%	-49%[inhibitor]
p53 reactivation	/	-2%	/	-1%	-4%	1%	5%	-9%	-3%	6%
TRPV1 ag	/	12	/	-9	0	-1	-3	/	/	-5
CXXC DNA block	/	-4%	/	6%	3%	12%	-3%	/	/	8%
PTAP TSG101 blk	-10%	-5%	-1%	-2%	6%	-3%	-7%	-2%	-3%	-1%
A-T KAP1 phos	/	1%	/	-10%	1%	2%	-5%	8%	8%	-7%
BRCA1 expr act	11µM*	1%	-30%	4%	-26%	-5%	-2%	-38%	-24%	-90%[inhibitor]
TCR activator	-3%	/	1%	-25%	3%	-4%	-1%	14%[46.1 µM]	3%	-7%

Part of the list above in order of number of heavy atoms, rising:
9) Cc1cccc(C(=O)N[C@H](C(=O)NCc2cccs2)C(C)C)c1
5) O=C1CN(C(=O)CN2C(=O)NC3(CCCCC3)C2=O)c2ccccc2N1
2) CCOC(=O)CSC1=C(C#N)C(c2ccc(Cl)cc2)C(C(=O)OC)C(=O)N1 (stereo unspecified)
3) COCCCNC(=O)c1ccc(-c2nc3ccccc3nc2-c2ccccc2)cc1
Assay by compound	9	5	2	3
ELG1 repair inh	-4%	8%	5%	/
B2AR arrestin	-1.4%	0.2%	0.1%	/
Integrin act MD	3%	4%	-13%	0%
p53 reactivation	-3%	-4%	-2%	/
TRPV1 ag	/	0	12	/
CXXC DNA block	/	3%	-4%	/
PTAP TSG101 blk	-3%	6%	-5%	-1%
A-T KAP1 phos	8%	1%	1%	/
BRCA1 expr act	-24%	-26%	1%	-30%
TCR activator	3%	3%	/	1%

(listing goes on)
11) O=C(Nc1ccc(C(=O)N2CCOCC2)cc1)c1cnn2c(C(F)F)cc(-c3ccccc3)nc12
12) O=C(Nc1ccc(S(=O)(=O)N2CCOCC2)cc1)c1cc(-c2cc(Cl)ccc2O)n[nH]1
13) C=CCN1C(=O)C2C(C(=O)NCc3ccccc3)C3C=CC2(O3)C1C(=O)NC(C)(C)C (stereo unspecified)
14) Cc1cc(C)nc(SCC(=O)Nc2ccccc2[N+](=O)[O-])n1
15) COc1cccc(CNC(=O)CCC2CCCN(C(=O)C3CCOCC3)C2)c1 (stereo unspecified)
16) CCOc1ccc(C(C)=O)cc1COC(=O)CN1C(=O)NC2(CCCC2)C1=O
17) COc1ccc(S(=O)(=O)Nc2ncccc2C)c2ccccc12
18) Cc1noc(NS(=O)(=O)c2ccc(NC(=O)c3cc(S(=O)(=O)Nc4ccc(F)cc4)ccc3Cl)cc2)c1C
19) COc1ccc2nc3sc(C(=O)NCc4cccs4)c(N)c3cc2c1
20) CN(C)S(=O)(=O)c1cccc(NC(=S)N/N=C/c2cc(Br)ccc2O)c1
Assay by compound	11	12	13	14	15	16	17	18	19	20
ELG1 repair inh	-12%	23µM*	4%	-4%	8%	-3%	?	/	?	2.9µM*
B2AR arrestin	-0.9%	0.3%	-0.3%	9.6%	-0.3%	?	-0.1%	/	-0.3%	3.7%
Integrin act MD	-18%	-18%	4%	-8%	?	-18%	-17%	27%	/	-30%
p53 reactivation	3%	0%	11%	-4%	5%	-7%	/	/	?	?
TRPV1 ag	-9	-4	-1	-1	-1	6	2	/	-12	3
CXXC DNA block	-8%	-2%	-16%	2%	0%	/	-3%	/	-11%	54%[activator]
PTAP TSG101 blk	-1%	3%	-7%	-2%	-5%	0%	-2%	-4%	/	-8%
A-T KAP1 phos	9%	-5%	0%	0%	-6%	3%	11%	/	8%	-11%
BRCA1 expr act	-1%	-81%	13%	1%	0%	-18%	-36%	1%	/	-81%
TCR activator	4%	-6%	0%	0%	3%	2%	-2%	0%	/	0%

21) COc1cc2cc(CCCOC(=O)c3ccco3)oc(=O)c2cc1OC
22) Cc1cccc(Nc2nc(N)c([N+](=O)[O-])c(NCCO)n2)c1
23) CC(C)(C)NC(=O)C(c1ccc(O)cc1)N(C(=O)CCC(=O)Nc1nccs1)c1ccc(F)cc1 (stereo unspecified)
24) COc1ccc(S(=O)(=O)N2CCN(C(=O)NCc3ccc(OC)c(OC)c3)CC2)cc1
25) NC(=O)C1(Nc2ccccc2Cl)CCCC1
26) O=C(CN(Cc1ccco1)C(=O)c1ccccc1)Nc1ccc(Cl)c(Cl)c1
27) O=C(CNC(=O)c1ccco1)N/N=C/c1ccccc1[N+](=O)[O-]
28) O=C1CC(=O)Nc2cc(S(=O)(=O)N3CCOc4ccc(Cl)cc43)ccc2N1
29) COC(=O)c1ccccc1N(C)S(C)(=O)=O
30) CC(Oc1ccc(F)cc1)C(=O)Nc1ccc(N2CCOCC2)cc1N1CCOCC1 (stereo unspecified)
Assay by compound	21	22	23	24	25	26	27	28	29	30
ELG1 repair inh	?	-3%	1%	4%	/	11%	-11%	4%	-12%	-1%
B2AR arrestin	-0.5%	-0.6%	-0.2%	-0.1%	/	-0.7%	0.2%	-0.2%	-0.6%	-0.9%
Integrin act MD	14%	11%	-20%	4%	?	-1%	-3%	10%	-3%	-8%
p53 reactivation	-7%	-1%	6%	-4%	/	0%	6%	/	-4%	1%
TRPV1 ag	5	/	-3	14	/	10	0	3	0	?
CXXC DNA block	/	12%	-2%	-2%	/	-4%	4%	/	12%	/
PTAP TSG101 blk	1%	1%	-4%	-7%	1%	-8%	-6%	-1%	-6%	-2%
A-T KAP1 phos	-2%	6%	3%	-3%	/	7%	0%	-2%	1%	15%
BRCA1 expr act	-1%	-13%	-35%	-5%	11%	-52%	5%	-18%	11%	-11%
TCR activator	3%	13%	5%	-3%	-1%	-2%	8%	-2%	-5%	6%

31) O=S(=O)(c1ccc2c(c1)OCCO2)N1CCNCC1
32) c1coc(CNc2ncnc3[nH]ncc23)c1
33) CC1CCN(C(=O)COC(=O)c2ccc([N+](=O)[O-])o2)CC1
34) CCOc1ccc2nc(N3C(=O)/C(=C/c4ccc(Cl)cc4)NC3=S)sc2c1
35) O=C(N/N=C/c1ccc(O)c(Br)c1)c1cc2c(ccc3ccccc32)o1
36) CCCSc1ccc([C@H]2N[C@@](C)(C(=O)OC)[C@H]3C(=O)N(C)C(=O)[C@@H]23)cc1
37) CN1CCN(C(=O)c2cc(Br)cn2C)CC1
38) CC(C)(C)N(Cc1ccccc1)C(=O)COC(=O)Cn1cnc2ccccc2c1=O
39) CC(=O)N1c2ccc(S(=O)(=O)N(C)CC(=O)N3CCCC3)cc2CC1C (stereo unspecified)
Assay by compound	31	32	33	34	35	36	37	38	39
ELG1 repair inh	-9%	?	15%	13%	?	-4%	14%	-6%	8%
B2AR arrestin	-0.1%	-0.4%	7.4%	-0.1%	-0.2%	-0.1%	0.0%	0.4%	5.1%
Integrin act MD	4%	11%	0%	-22%	20%	-6%	-22%	15%	0%
p53 reactivation	/	3%	1%	?	-4%	-5%	-5%	26%	-4%
TRPV1 ag	2	-3	/	2	9	2	1	-2	-2
CXXC DNA block	0%	-11%	/	2%	23%	/	5%	12%	-3%
PTAP TSG101 blk	-3%	-1%	-4%	-1%	-4%	-4%	-1%	1%	-4%
A-T KAP1 phos	2%	1%	14%	1%	5%	17%	-12%	-8%	4%
BRCA1 expr act	-8%	9%&-67%	6%	22%	1%	-3%	13%	0%	-7%
TCR activator	5%	-3%	2%	-1%[46.1 µM]	1%	-2%	2%	-4%	4%
